APEX1 inh – APE1 (human) endonuclease inhibition; recombinant APE1, TAMRA/BHQ-2 abasic DNA cleavage fluorescence; AID 2517; P27695; Potency, µM (top dose mostly 65.8 µM), for inactives: at the highest dose activity change, negative = inhibition, actives largely listed as inhibitors; actives 0.35% (n = 350,000);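 note: potency is the fitted concentration of half-maximal effect; plate controls were vehicle for no effect and reference inhibitor for full effect; nearly all actives have a fitted effect of over 55% in size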
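Substrate: short duplex with […] THF abasic site, 5'-TAMRA and 3'-BHQ-2, 50 nM final. APE1 at 0.75 nM, preincubated 15 min RT with compound. Fluorescence increase from first to third read measured activity.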
Pol kappa inh – blocks human DNA polymerase kappa activity; Q9UBT6; purified Pol kappa, fluorescent DNA synthesis assay, 10 min; Potency, µM (top dose mostly 107 µM), for the others: top-dose activity, negative = inhibition, actives largely listed as inhibitors; actives 0.53% (n = 400,000); AID 588579; note: potency is the fitted concentration of half-maximal effect; % is set by controls: 0 for no effect and ±100 for the full control effect
Target sequence (Q9UBT6 whole entry, looked up): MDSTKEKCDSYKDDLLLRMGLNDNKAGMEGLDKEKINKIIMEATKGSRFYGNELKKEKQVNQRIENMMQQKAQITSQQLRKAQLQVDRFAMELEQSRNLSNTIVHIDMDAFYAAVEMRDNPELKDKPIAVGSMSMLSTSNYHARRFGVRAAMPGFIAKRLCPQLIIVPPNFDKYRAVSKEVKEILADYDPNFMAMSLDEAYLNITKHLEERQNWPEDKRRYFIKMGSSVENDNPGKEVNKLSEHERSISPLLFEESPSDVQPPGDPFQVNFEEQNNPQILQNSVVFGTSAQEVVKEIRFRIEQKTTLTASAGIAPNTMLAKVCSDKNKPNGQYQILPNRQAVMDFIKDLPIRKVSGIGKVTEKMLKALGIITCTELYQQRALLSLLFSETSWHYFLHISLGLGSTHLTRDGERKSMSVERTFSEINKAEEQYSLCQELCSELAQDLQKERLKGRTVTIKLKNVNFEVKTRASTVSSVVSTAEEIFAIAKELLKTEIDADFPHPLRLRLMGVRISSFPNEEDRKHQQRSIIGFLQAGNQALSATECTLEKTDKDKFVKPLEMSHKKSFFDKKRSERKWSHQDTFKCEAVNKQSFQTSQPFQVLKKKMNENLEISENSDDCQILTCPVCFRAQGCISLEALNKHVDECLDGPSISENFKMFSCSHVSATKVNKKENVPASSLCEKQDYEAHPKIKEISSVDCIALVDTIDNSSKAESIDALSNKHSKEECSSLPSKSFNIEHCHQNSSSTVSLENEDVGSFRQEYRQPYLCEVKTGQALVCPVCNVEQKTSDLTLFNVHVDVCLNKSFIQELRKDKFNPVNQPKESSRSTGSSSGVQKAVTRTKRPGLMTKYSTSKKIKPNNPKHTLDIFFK
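Kinetic fluorescence screen: compound preincubated 15 min RT with 10 nM enzyme; 50 nM substrate (final) initiates; reads at 0/10 min.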
Pol eta inh – blocks human DNA polymerase eta activity; Potency, µM (doses to about 114 µM), without a hit: top-dose activity change, negative = inhibition, hits mostly inhibitors; Q9Y253; actives 1.2% (n = 390,000); recombinant Pol eta, fluorescent DNA replication assay; note: potency is the fitted concentration of half-maximal effect; % is set by controls: 0 for no effect and ±100 for the full control effect
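Pol eta at 10 nM preincubated with compounds 15 min at room temperature; reaction started with fluorescent substrate (50 nM final) and read kinetically at 0 and 10 min.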
LDHA inh – blocks human lactate dehydrogenase A | P00338 | purified LDHA, NADH/diaphorase-resazurin fluorescence; active compounds read low | activity change, % (values are at about 110 or 230 µM) | actives 0.15% (n = 480,000); in the data active = activity change below about -30%; inconclusive = mostly about -25% to -30%;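 note: plate controls were DMSO wells for no effect and wells without enzyme for full effect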
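Remaining NADH was detected by diaphorase (0.133 mg/mL) converting 37 µM resazurin to fluorescent resorufin, read at 0 and 20 minutes. The preceding 5-minute room-temperature reaction used 2 nM LDHA, 0.2 mM sodium pyruvate and 0.06 mM NADH at pH 7.4.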
Apoferritin bind – binds horse apoferritin like a general anesthetic; actives 0.074% (n = 350,000); apoferritin/1-aminoanthracene competitive binding, fluorescence; Potency, µM (doses to about 77.5 µM), for inactives: at the top dose activity change, negative = displacement, actives largely listed as inhibitors; note: potency is the fitted concentration of half-maximal effect; % is set by controls: 0 for no effect and ±100 for the full control effect; nearly all actives have a fitted effect of over 20% in size
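Steps: apoferritin (10 uM) was premixed with half-saturated 1-AMA in PBS, compounds were pin-transferred, plates stood 10 min at room temperature, fluorescence was read at 380/535 nm, and curves were fitted with a Hill equation.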
ALOX12 inh – blocks human arachidonate 12S-lipoxygenase; P18054; purified 12hLO, xylenol orange hydroperoxide absorbance; Potency, µM (doses to about 108 µM), without a hit: at the top dose activity change, negative = inhibition, most hits filed as inhibitors; actives 1.1% (n = 580,000); note: potency is the fitted concentration of half-maximal effect; % is set by controls: 0 for no effect and ±100 for the full control effect
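Purified human 12hLO at 150 nM in 25 mM Hepes, 0.01% Triton X-100, pH 7.0, preincubated 15 min at room temperature with compound. Reaction started with 40 uM arachidonic acid, 30 min at room temperature. Hydroperoxide measured by Fe-xylenol orange, 573/405 nm absorbance ratio.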
RGS4 inhibitor – inhibitors of human regulator of G protein signaling 4; P49798; Potency, µM (series often up to 114 µM), without a hit: top-dose activity change, negative = inhibition, most hits filed as inhibitors; actives 0.039% (n = 390,000); Transcreener GDP fluorescence polarization, RGS4-accelerated GTP hydrolysis; note: potency is the fitted concentration of half-maximal effect; % is set by controls: 0 for no effect and ±100 for the full control effect; nearly all actives have a fitted effect of over 75% in size; some results filed as inactive show a strong effect at the top dose
Target sequence (P49798 whole entry, looked up): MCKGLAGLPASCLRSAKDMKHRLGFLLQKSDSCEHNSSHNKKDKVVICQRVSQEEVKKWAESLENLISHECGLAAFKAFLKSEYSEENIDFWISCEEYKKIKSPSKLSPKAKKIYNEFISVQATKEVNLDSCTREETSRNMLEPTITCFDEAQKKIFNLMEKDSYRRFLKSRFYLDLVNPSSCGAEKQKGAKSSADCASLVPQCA
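MLSMR compounds (23 nl, pin-transferred) preincubated 10 min at room temperature with a 500nM (2x) first reagent, then RGS4 at 900nM (2x) plus Transcreener GDP mix added; fluorescence polarization (620/688 nm) read before and after 90 min at 30 °C.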
ERG Ets-DNA blk – ERG Ets/DNA interaction inhibition; P11308; fluorescence polarization, His-ERG Ets domain / labelled DNA; Potency, µM (titrated, usually from 76.9 µM), inactives show top-dose FP activity, negative = inhibition, actives largely listed as inhibitors; actives 0.028% (n = 370,000); AID 624246; active = well fitted inhibition curve with a large enough effect in the polarisation, with a control signal flat; inconclusive = small, poorly fitted or top-dose-only effect, or effect the other way, or a change in a side signal; inactive = no such curve, though single readings can be large or run the other way; the % refers to the polarisation;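 note: polarization taken with two DNA probes labelled with fluorescein and Texas red; potency is the fitted concentration of half-maximal effect; % of control where 0% means no effect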
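His-tagged ERG Ets domain (1 uM in the protein solution; 300mM KCl, 50mM Tris-HCl, 1mM EDTA, 1mM DTT, pH 7.5) received compound, then a probe mix of 5 nM fluorescein-DNA and 100nM Texas-615-DNA. Fluorescence polarization was read for both dyes.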
POLB inh – DNA polymerase beta (human) inhibition; P06746; Pol beta primer extension/strand displacement, fluorescence kinetic; Potency, µM (highest dose often 114 µM), inactives show at the highest dose activity change, negative = inhibition, actives largely listed as inhibitors; actives 1.3% (n = 340,000); note: potency is the fitted concentration of half-maximal effect; % is set by controls: 0 for no effect and ±100 for the full control effect
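Reaction started by 50 nM substrate onto compound-treated Pol beta (10 nM, 15 min preincubation, room temperature); plates read at 0 min and 10 min. Normalized concentration-effect data fitted by four-parameter Hill equation.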
* marks the source's active call; other numbers are inactive results; ? = inconclusive; · = no result given; [ ] = another dose, or the depositor's remark. Unless noted, calls come from the whole dose curve; as a rule, active = well fitted curve in the direction sought with a large enough effect; inconclusive = small, poorly fitted or top-dose-only effect, or another doubt; inactive = no such curve, though single readings can be large; an effect the other way counts as inactive or inconclusive.

Each structure is followed by: ERG Ets-DNA blk, POLB inh, Pol kappa inh, LDHA inh, RGS4 inhibitor, ALOX12 inh, Apoferritin bind, APEX1 inh, Pol eta inh
> Cc1cccc(Cn2nc(C(C)(C)C)cc2C(=O)Nc2ccc(F)cc2)c1
  9%, -1%, -16%, -1, -20%, ?, 4%, ?, -25%
> CCn1c(=O)c([N+](=O)[O-])c(NCC2CCCO2)c2ccccc21 (centres undefined)
  -4%[15.4 µM], -7%, 3%, -1, 12%, -13%, -3%, -4%, -4%
> Cc1ccc(-n2c(SCC(=O)NCc3ccc4c(c3)OCO4)nnc2-c2cccnc2)c(C)c1
  1%, 0%, -11%, -7, -10%, 0%, ?, -6%, -12%
> CCCOc1ccc(CNC(=O)CN2C(=O)c3cccnc3Oc3ccc(C)cc32)cc1
  -2%, 0%, -8%, -7, 15%, 1%, ?, ·, -8%
> O=C1C2C3C=CC(C3)C2C(=O)N1c1cccc(N2C(=O)C3C4C=CC(C4)C3C2=O)n1 (centres undefined)
  -16%, 10%, -3%, -2, 1%, 5%, 1%, 2%, -14%
> COCC1=C(C(=O)OC)C(c2cccs2)n2ncnc2N1 (centres undefined)
  0%, 6%, 4%, -7, -21%, -7%, -6%, 17%, -17%
> CNC(=O)COC(=O)c1cc(SC)ccc1Cl
  14%, -21%, -3%, -2, -18%, -2%, -4%, -3%, -15%
> CC(C)(C)C(=O)NC(NC(=S)Nc1sc2c(c1C#N)CCCC2)C(Cl)(Cl)Cl (centres undefined)
  -2%, 2%, -9%, 0, ?, ?, -13%, -6%, -13%
> O=C(COc1ccccc1O)N1CCN(C(=O)c2ccco2)CC1
  1%, 0%, -10%, 2, 4%, 3%, -13%, -1%, -1%
> O=C(NCc1ccco1)c1cccc(Nc2nc3ccc(Br)cc3[nH]2)c1
  -1%, -12%, 0%, 1, 11%, 0%, -11%, -3%, -10%
> CC(=O)NCCC1CCCCN1Cc1nc(Cc2cccc(C(F)(F)F)c2)no1 (centres undefined)
  11%, -9%, -2%, -5, 20%, 1%, -4%, -2%, -15%
> Cc1cc(C)nc(SCc2ccc([N+](=O)[O-])cc2)n1
  -9%, 1%, -9%, -4, 6%, 18%, ?, 2%, -19%
> Cc1ccc(C(C(=O)NC(C)(C)C)N(C(=O)c2csnn2)c2ccccc2F)o1 (centres undefined)
  1%, 46%, -12%, -10, 62%[activator], 1%, -18%, -1%, -7%
> CC#C[C@@H](CC)c1ccc2ccn(C)c2c1
  -1%, ·, -1%, 0, -12%, -13%, ·, 46%, -13%
> COc1ccc(OC)c(C(=O)N(C[C@H]2CC[C@@H]([C@@H]3CC[C@H](CO)O3)O2)C(C(=O)NC(C)(C)C)c2ccc(-c3ccccc3)cc2)c1 (some centres undefined)
  3%, ·, -11%, 2, 13%, 6%, ·, 2%, -10%
> O=C1N2CCSC2=NC1(Nc1nccs1)C(F)(F)F (centres undefined)
  ·, 12%, -7%[60.1 µM], -6, -4%, 12%, 2%, 0%, 1%
> COc1cc(NC(=O)c2ccco2)c(OC)cc1NC(=O)Nc1ccccc1Cl
  ·, ?, -4%, 9, 5%, 1%[57.4 µM], -13%, 14%, -6%
> CCCCCN(C(=O)CCC(=O)OCc1cc(C)ccc1C)c1c(N)n(CCCC)c(=O)[nH]c1=O
  -1%, ·, -1%, -9, -3%, ·, ·, -3%, -14%
> Cc1ccc(S(=O)(=O)Nc2ccc(O)c3ncccc23)cc1
  1%, -16%, -23%, 9, 8%, ?, -16%, -7%, 2%
> CCC(CC)C(=O)Nc1ccc(OCc2cc(=O)n3c4c(sc3n2)CCCC4)cc1
  5%, 1%, -24%, 2, 16%, -15%, -2%, ·, -6%
> COc1ccc(N2CCN(C(=O)CSc3nc(-c4ccccc4)no3)CC2)cc1
  0%, 5%, 2%, 0, -8%, -16%, -2%, ·, -4%
> COC(=O)C1=NNC2(c3ccc(Cl)cc3)C(=O)N(c3ccccc3)C(=O)C12 (centres undefined)
  3%, 17%, -3%, -1, -4%, -18%, 0%, 6%, -18%
> COc1ccc(/C=N/NC(=O)c2ccncc2)c(C(=O)O)c1OC
  -8%, 0%, 2%[19.4 µM], -2, 34%, ?, -3%, -3%, -2%
> CCOC(=O)/C=c1\s/c(=C\c2ccc(-c3ccccc3)cc2)c(=O)n1CC(=O)NCc1ccc2c(c1)OCO2
  -5%, -21%, -17%, 0, 2%, -2%, 69%[activator], 8%, -7%
> C=CCNC(=S)NCc1cccnc1
  -15%, 10%, -12%, -6, 7%, 0%, 1%, ?, -5%
> COc1ccc(C(=O)Nc2ccc(NC(=O)c3ccco3)c(Cl)c2)cc1OC
  4%, ?, -12%, -8, -4%, 3%, 81%[activator], 3%, -2%
> COc1ccc(S(=O)(=O)N(CC(=O)NCc2cccnc2)C2CCCCC2)cc1OC
  -1%, -14%, -2%, 1, 3%, 5%, -4%, -1%, 2%
> O=C(Nc1ccc(Cl)c(Cl)c1)OCc1cnc(Cl)s1
  9%, 29%, 0%, -1, -13%, 0%, ?, -8%, -12%
> Cc1cc(-c2nc3ncccc3o2)ccc1NC(=O)c1ccc([N+](=O)[O-])o1
  31%[activator], ·, -11%, 3, -42%, 19%, ·, ·, 50µM*
> Cc1ccc(N2CN(S(=O)(=O)c3cccc([N+](=O)[O-])c3)c3nc4ccccc4nc32)cc1
  -5%, -1%, -11%, -1, 7%, -8%, -15%, 43%, -6%
> COc1ccc(CCNC(=O)C2CC3Cn4c(nc5cc(Cl)c(Cl)cc54)C3N2C)cc1 (centres undefined)
  -1%, -1%, 10%, 4, -3%, -4%, -9%, -1%, -14%
> COc1cccc(CC(NC(C)=O)C(=O)NC2CCN(C(=O)c3ccncc3)CC2)c1OC (centres undefined)
  40%[activator], 50%, 4%, -2, -13%, -13%, -4%, 13%, -22%
> CCCCCCc1cc2cc(S(=O)(=O)c3ccc(F)cc3)c(=O)oc2cc1O
  -3%, ?, -1%, -2, -19%, ?, 1%, 1%, -6%
> Cc1ccc(N2CCN(/N=C/c3cccnc3)CC2)cc1
  7%, 0%, 8%, 2, -14%[56.9 µM], ·, -3%, 2%, -12%
> C[C@]12C(=O)N(c3cccc(Cl)c3)C(=O)N1[C@@H]1c3ccccc3OC[C@@H]1[C@H]2c1ccccc1
  8%, ·, -8%, -1, -8%, 2%, ·, -12%, -12%
> CCn1c(COc2ccc(OC)cc2)nc2ccccc21
  1%, 24%, -7%, -2, -24%, 15%, ?, -5%, -8%
> COc1ccc(NC(=O)CC2C(=O)N(c3ccc(F)cc3)C(=O)N2Cc2ccc3c(c2)OCO3)cc1 (centres undefined)
  -4%, 1%, -7%, -4, 6%, -23%, -5%, ·, -20%
> Cc1ccc(Cl)cc1-n1ncc2c(N3CCN(Cc4ccccc4)CC3)ncnc21
  0%, 6%, -20%[60.1 µM], 3, 11%, -27%, -2%, ·, -6%
> O=c1[nH]c2c(=O)[nH]cnc2nc1-c1ccccc1
  36%[activator], ·, -9%, -8, -36%, -6%, ·, ·, -1%

Quoted from the entries so far, 8 compounds:
Each structure is followed by: ERG Ets-DNA blk, POLB inh, Pol kappa inh, LDHA inh, RGS4 inhibitor, ALOX12 inh, Apoferritin bind, APEX1 inh, Pol eta inh
> COc1cccc(CC(NC(C)=O)C(=O)NC2CCN(C(=O)c3ccncc3)CC2)c1OC (centres undefined)
  40%[activator], 50%, 4%, -2, -13%, -13%, -4%, 13%, -22%
> CCCCCCc1cc2cc(S(=O)(=O)c3ccc(F)cc3)c(=O)oc2cc1O
  -3%, ?, -1%, -2, -19%, ?, 1%, 1%, -6%
> Cc1ccc(N2CCN(/N=C/c3cccnc3)CC2)cc1
  7%, 0%, 8%, 2, -14%[56.9 µM], ·, -3%, 2%, -12%
> C[C@]12C(=O)N(c3cccc(Cl)c3)C(=O)N1[C@@H]1c3ccccc3OC[C@@H]1[C@H]2c1ccccc1
  8%, ·, -8%, -1, -8%, 2%, ·, -12%, -12%
> CCn1c(COc2ccc(OC)cc2)nc2ccccc21
  1%, 24%, -7%, -2, -24%, 15%, ?, -5%, -8%
> COc1ccc(NC(=O)CC2C(=O)N(c3ccc(F)cc3)C(=O)N2Cc2ccc3c(c2)OCO3)cc1 (centres undefined)
  -4%, 1%, -7%, -4, 6%, -23%, -5%, ·, -20%
> Cc1ccc(Cl)cc1-n1ncc2c(N3CCN(Cc4ccccc4)CC3)ncnc21
  0%, 6%, -20%[60.1 µM], 3, 11%, -27%, -2%, ·, -6%
> O=c1[nH]c2c(=O)[nH]cnc2nc1-c1ccccc1
  36%[activator], ·, -9%, -8, -36%, -6%, ·, ·, -1%

Compound activity deposited in PubChem by National Center for Advancing Translational Sciences (NCATS).

An excerpt (hit frequency here may not be typical).
